# XiGFP reactiv: activators of X-chromosome reactivation in mouse fibroblasts; XiGFP mouse fibroblasts, % GFP-positive cells imaging, 3 d; cells co-treated with 5-aza-dC sensitizer; scaled so ellipticine positive control = 100%; activation, % at 7.58 µM; 0.055% of 360,000 active; AID 743238;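 active means mean normalized replicate activation at least 10% and every replicate at or above 10%; inconclusive means only one of the two criteria met; inactive means mean below 10% and not all replicates reach 10%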;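 further: 0% = median of on-plate neutral control wells and 100% = ellipticine 6 µM median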
#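 Material: SV40-immortalized XiGFP fibroblast cells, line 68-5-11 | Buffer or medium: DMEM containing 5-aza-dC | Dosing: One concentration, pinned | Times: 3 d treatment, 15 min room-temperature fixation | Controls: Ellipticine 6 µM positive control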
# Cneo AK release: Cryptococcus neoformans lysis via adenylate kinase release; 0.2% of 360,000 active; C. neoformans lysis, adenylate kinase release luminescence, 4 h; normalised: neutral wells 0, clomiphene wells 100; lysis activity, % at 15 µM;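 active means mean lysis activity across replicates of at least 80%, whatever share of replicates individually reach that level; inactive means mean lysis activity below 80%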
#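 Material: C. neoformans cells | Amount: Yeast cell density of 5 × 10^6 cells/mL | Medium: Fresh YPD growth medium | Dosing: Single dose | Times: Static 4 h at 37 °C with compound, 1 h detection | Detection: AK luminescence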
# ERAP1 inh: blocks human ERAP1 aminopeptidase activity; Q9NZ08; inhibition, % at 10.7 µM; 0.15% of 340,000 active; recombinant ERAP1, Leu-AMC fluorescence, 60 min; AID 652197;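 active means mean replicate inhibition of at least 30%, or all replicates individually reaching that 30% level; inactive means mean below 30% and not every replicate reaching it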;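 further: 0% = neutral control wells and 100% = L-leucinethiol positive control wells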
# Target sequence (Q9NZ08 whole entry, looked up): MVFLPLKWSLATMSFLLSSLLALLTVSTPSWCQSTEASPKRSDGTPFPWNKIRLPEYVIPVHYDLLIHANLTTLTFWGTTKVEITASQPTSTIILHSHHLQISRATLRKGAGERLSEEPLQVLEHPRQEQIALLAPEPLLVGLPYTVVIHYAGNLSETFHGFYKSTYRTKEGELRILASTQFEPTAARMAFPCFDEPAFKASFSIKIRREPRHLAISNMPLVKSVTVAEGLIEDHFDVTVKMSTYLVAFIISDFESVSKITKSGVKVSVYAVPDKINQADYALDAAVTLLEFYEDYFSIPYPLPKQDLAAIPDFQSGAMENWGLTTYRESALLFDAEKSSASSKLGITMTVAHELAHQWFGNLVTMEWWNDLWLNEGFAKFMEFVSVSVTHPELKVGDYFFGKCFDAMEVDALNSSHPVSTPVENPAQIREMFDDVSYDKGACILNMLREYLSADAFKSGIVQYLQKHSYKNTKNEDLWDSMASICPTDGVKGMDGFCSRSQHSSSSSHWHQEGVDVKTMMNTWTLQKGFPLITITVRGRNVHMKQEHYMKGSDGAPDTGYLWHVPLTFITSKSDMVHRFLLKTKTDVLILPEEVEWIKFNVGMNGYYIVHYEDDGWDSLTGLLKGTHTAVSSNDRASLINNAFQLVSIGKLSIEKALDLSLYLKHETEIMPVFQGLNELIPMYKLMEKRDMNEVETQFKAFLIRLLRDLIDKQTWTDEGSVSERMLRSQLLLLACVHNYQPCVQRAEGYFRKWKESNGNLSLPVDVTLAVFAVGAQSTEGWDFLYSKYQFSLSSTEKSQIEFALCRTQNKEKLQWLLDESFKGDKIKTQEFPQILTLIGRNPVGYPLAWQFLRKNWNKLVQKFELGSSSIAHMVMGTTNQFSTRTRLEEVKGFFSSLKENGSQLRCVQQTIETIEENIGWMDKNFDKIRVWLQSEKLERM
# SIRT5 block: inhibitors of human sirtuin-5 desuccinylase; Q9NXA8; Purified SirT5, succinyl-peptide AMC, trypsin-coupled fluorescence; 1.1% of 330,000 active; inhibition, % at 15 µM; AID 652115; in the data active means inhibition above about 15%; inconclusive means no clear call, values can overlap the other calls
# S100A4 inh HTS: inhibitors of human S100A4 binding to myosin IIA peptide. S100A4/TAMRA-MyoIIA peptide fluorescence polarization. inhibition, % at 10.7 µM. 0.14% of 360,000 active. AID 652163;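 active means mean inhibition of at least 70% across replicates, with every replicate also reaching that level; inconclusive means mean inhibition reaches 70% but some replicates fall short; inactive means mean inhibition below 70%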
# Target sequence (P26447 whole entry, looked up): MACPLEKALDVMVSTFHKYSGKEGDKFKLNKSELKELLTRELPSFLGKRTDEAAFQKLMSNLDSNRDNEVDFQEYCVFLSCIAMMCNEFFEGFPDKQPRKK
#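 Compound dosing: one dose per compound; test system: human S100A4 monomer with TAMRA-labelled myosin IIA peptide; probe or stimulus: TAMRA-labelled myosin IIA heavy-chain peptide probe, 5 nM; medium: HEPES buffer with Ca2+, pH 7.2; schedule: 5 min incubation before reading; benchmarks: neutral control DMSO, positive control TFP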
# LGR2 inh: Drosophila LGR2 receptor signaling inhibition | HEK293 LGR2, CRE-luciferase, bursicon-stimulated, 4 h | inhibition, % at 9.99 µM | 0.35% of 380,000 active | AID 720647;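 active means drop in luminescence signal, shown as inhibition above about 50% in the replicate tests, limit read from the data, passing the limit was not always enough; inconclusive means probably only some replicates passing the limit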;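 further: agonist challenge used bursicon conditioned medium at about half maximal strength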
# PGC1a acetyl inh: PGC1a acetylation modulation, inhibitor mode. AID 651687. 0.17% of 350,000 active. U2OS PGC1a acetylation, AlphaScreen anti-acetyl-lysine; with virally co-expressed GCN5 acetyltransferase. inhibition, % at 15.6 µM;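 active means every replicate shows inhibition of at least 40%; inconclusive means mean inhibition at least 40% but some replicate below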;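 further: 0% = neutral control wells and 100% = positive control wells; some results beyond the cut were filed as inactive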
# C2C12 statin: suppression of simvastatin myotoxicity; C2C12 myotubes + simvastatin, ATP luminescence, 48 h; scaled: DMSO 0, geranylgeraniol control 100; rescue of ATP level, % at 7.49 µM; 0.78% of 330,000 active;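 active means mean ATP rescue above about 67%, or every replicate alone reaching that limit, limit read from the data, passing the limit was not always enough; inconclusive means no clear call, values can overlap the other calls; inactive means mean under the limit and some replicate under it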;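 further: myotubes were challenged with 10 µM simvastatin during compound exposure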
# Starred values were filed as active, the others as inactive; ? = inconclusive; / = no result given. This is a subset, so the mix of outcomes need not match the whole.
SMILES,XiGFP reactiv,Cneo AK release,ERAP1 inh,SIRT5 block,S100A4 inh HTS,LGR2 inh,PGC1a acetyl inh,C2C12 statin
COc1ccc(CCn2c(=N)c(S(=O)(=O)c3ccc(C)cc3)cc3c(=O)n4ccccc4nc32)cc1,0.0,1,1,3,-2,4,-2,-4
O=C(CCc1nc2ccccc2c(=O)[nH]1)NNC(=O)c1ccc(Cl)cc1,0.2,1,4,-1,10,-5,12,-2
C[C@@H]1CN([C@H](C)CO)C(=O)c2cccc(NC(=O)C3CCOCC3)c2O[C@@H]1CN(C)C(=O)Nc1ccc(F)cc1,0.3,-1,0,0,1,11,8,-3
CCN(CC)S(=O)(=O)c1ccc(C(=O)NCc2n[nH]c(=S)n2-c2ccc(Cl)c(Cl)c2)cc1,0.4,/,-2,0,2,-8,/,/
CCN1CCN(CC(=O)Nc2ccc(C)c(Br)c2)CC1,0.0,0,0,-5,-5,-1,1,7
O=C(c1cnccn1)N1CC(=O)N2[C@H](CO)[C@H](c3ccc(-c4ccc(F)cc4)cc3)[C@H]2C1,0.3,/,2,-1,9,13,-4,/
CCOc1ccccc1NC(=O)CN1C(=O)COc2ccccc21,0.1,1,13,-1,1,21,/,10
CC(C)CN(Cc1cc(=O)oc2cc(-c3ccccc3)c(O)cc12)CC(C)C,-0.2,-5,-3,-4,-8,-7,-8,4
CC1CCCCN1c1cc(C#N)c(C#N)cc1[N+](=O)[O-] (stereo unspecified),/,2,/,/,/,-7,-12,-11
CO[C@@H](CN(C)S(=O)(=O)c1ccc(Cl)cc1)[C@@H](C)CN([C@@H](C)CO)S(=O)(=O)c1cccc(Cl)c1,0.0,-6,-3,5,9,0,-29,10
Cc1ccc(S(=O)(=O)NCC(c2ccco2)N2CCc3ccccc32)cc1 (stereo unspecified),0.0,/,1,1,0,18,/,/
O=C(O)c1ccc(/C=N/Nc2ccc(C(F)(F)F)cn2)cc1,0.2,/,-32,9,3,-86,-15,/
COc1ccc(-c2cccc(NS(=O)(=O)c3ccccc3[N+](=O)[O-])c2)nn1,0.0,-2,3,-3,-3,14,7,10
Cc1ccc(-c2nc(NC(=O)c3ccc(S(=O)(=O)N(CCC#N)CCC#N)cc3)sc2-c2ccccc2)cc1,-0.1,-1,2,-1,10,3,-1,-10
CN(CC(=O)Nc1ccc(OC(F)(F)F)cc1)C(=O)c1ccc(N2CCCC2=O)cc1,0.0,0,-3,-2,-2,4,/,5
OC[C@@H]1[C@H](c2ccc(C#CC3(O)CCCC3)cc2)[C@H]2CN(Cc3ccncc3)CCCCN12,0.0,-1,3,3,1,4,4,/
O=C(C1CCC(CNc2nc(=S)[nH]c3ccccc23)CC1)N1CCN(c2ccccn2)CC1 (stereo unspecified),/,1,/,/,/,22,-3,-45
COc1ccc(-c2cc(C(=O)Nc3ccccc3F)on2)cc1,0.1,/,0,-1,-1,6,1,/
C=CC[C@@H](CC(=O)N[C@H](CO)Cc1ccccc1)C(=O)NC[C@H](OC(=O)[C@@H](CC=C)Cc1ccc(F)cc1)c1ccccc1,-0.1,-3,-4,0,2,29,/,-18
Cc1cccc(Cl)c1OCCCn1ccnc1,-0.1,6,-1,11,4,2,-13,-5
CNC(=S)N/N=C/c1cccc(OCc2ccccc2F)c1,0.0,0,1,-5,-3,-26,/,/
O=C(Nc1ccc(F)cc1)N1C[C@H]2[C@@H](c3ccccc31)[C@@H](CO)N2C(=O)Cc1ccccn1,0.0,1,0,1,0,9,-1,5
CN(C)/C=C(\C=O)c1onc(-c2ccccc2Cl)c1C#N,0.0,/,3,-3,-4,18,2,/
CCOc1ccc(S(=O)(=O)N2CCC(C(=O)NC3CC3)CC2)cc1C,0.0,0,2,-3,4,-13,4,8
COc1cccc(N(C(=O)C2CSC(=O)C2)C(C(=O)NC(C)(C)C)c2ccncc2)c1 (stereo unspecified),0.1,/,3,-2,-11,-18,1,/
CC(=O)NC(CC(=O)OCC(=O)N1CCN(S(=O)(=O)c2ccc(Cl)cc2)CC1)c1ccccc1 (stereo unspecified),0.0,/,1,-2,-3,-16,/,19
C/C=C/c1ccc2c(c1)[C@H]1[C@H](CCN1C(=O)c1ccc3c(c1)OCO3)[C@H](CO)N2,0.2,/,-1,3,-11,-21,/,/
C=CCNc1nc(C(=O)OCC(=O)Nc2ccccc2C(F)(F)F)cs1,-0.1,-1,-4,0,-21,-2,/,2
Cc1ccc(NC(=O)COc2ccc3c(c2)CCC3)nc1,0.0,3,1,-1,5,-83,-26,0
Cc1c(CN2CCCCC2)c(O)n(CCO)c(=O)c1C#N,0.0,/,1,1,13,12,/,/
CCCNC(=O)C[C@H]1CC[C@@H]2[C@H](COC[C@H](O)CN2C(=O)C2CCOCC2)O1,0.2,0,1,10,-59,14,12,-7
Cc1onc(-c2c(F)cccc2Cl)c1-c1nnc(-c2cccc3ccccc23)o1,1.0,-2,3,-8,-2,6,0,/
Cc1n[nH]c(C)c1CCC(=O)N/N=C/c1cccc([N+](=O)[O-])c1,0.0,/,-2,0,2,-5,1,/
Nc1c(C(O)(C(F)(F)F)C(F)(F)F)ccc2ccccc12,/,0,0,0,-6,-6,-2,-36
Cc1cnc(CNC(=O)c2csc([C@H]3C[C@H](O)[C@@H](CO)O3)n2)cn1,0.2,1,2,8,-3,10,/,-4
CN(C)CC(=O)N1C[C@@H]2[C@H](c3ccccc31)[C@H](CO)N2C(=O)c1ccccn1,0.0,-3,4,/,4,13,-1,-11
CC1CCC(NC(=O)C2CCC(CNc3c(N4CCCCC4)c(=O)c3=O)CC2)CC1 (stereo unspecified),-0.2,-2,1,-3,-3,-15,3,/
O=C1CN(C(=O)COC(=O)c2ccc([N+](=O)[O-])o2)c2ccccc2N1,0.0,2,2,0,-12,-8,-15,3
O=[N+]([O-])c1ccc(N2CCN(Cc3ccc(Br)o3)CC2)cc1,0.0,-3,2,-11,-2,-5,-18,13
C[N+]1(CC(=O)OCCCc2ccccc2)CCCC1,0.0,/,77*,0,3,-3,/,/

# Sorted by value in ERAP1 inh (largest number first): some entries from above
structure,ERAP1 inh,SIRT5 block,S100A4 inh HTS,LGR2 inh,PGC1a acetyl inh
CN(C)CC(=O)N1C[C@@H]2[C@H](c3ccccc31)[C@H](CO)N2C(=O)c1ccccn1,4,/,4,13,-1
COc1cccc(N(C(=O)C2CSC(=O)C2)C(C(=O)NC(C)(C)C)c2ccncc2)c1 (stereo unspecified),3,-2,-11,-18,1
Cc1c(CN2CCCCC2)c(O)n(CCO)c(=O)c1C#N,1,1,13,12,/

# Next records.
SMILES,XiGFP reactiv,Cneo AK release,ERAP1 inh,SIRT5 block,S100A4 inh HTS,LGR2 inh,PGC1a acetyl inh,C2C12 statin
O=C(Nc1ccnn1C1CCN(Cc2ccccc2F)CC1)C1CCCC1,0.0,-12,-2,-1,-2,-10,/,/
Cc1onc(-c2ccccc2)c1C(=O)Nc1cccc(S(=O)(=O)N2CCCCC2)c1,0.3,0,2,-2,-12,9,-7,0
COc1ccc(-c2nnc(NC(=O)CSc3ccc(C)cc3)s2)cc1OC,0.0,/,4,-3,2,-11,/,/
CN(C)CCCNc1oc(/C=C/c2cccs2)nc1S(=O)(=O)c1ccccc1,0.0,4,7,0,-1,17,-5,-3
CC(=O)N1CCN(S(=O)(=O)c2cccc(C(=O)N3CCN(S(=O)(=O)c4c(C)c(C)cc(C)c4C)CC3)c2)CC1,0.1,0,1,/,9,8,-11,2
COc1cc(NC(=O)NNC(=O)c2cc3occc3n2C)cc(OC)c1OC,0.0,-7,0,1,0,-5,/,-14
Cc1ccc(NC(=O)c2ccc(CSc3ccccn3)cc2)c(O)c1,-0.1,/,0,2,2,-24,/,/
CCCCCc1nnc(NC(=O)c2cccc(S(=O)(=O)N3CCOCC3)c2)s1,-1.1,-2,0,0,-3,-5,-1,5
CN1C(=O)c2cc(NC(=O)Nc3ccc(Cl)cc3)ccc2OC[C@@H]2O[C@H](CC(=O)NCCN3CCCCC3)CC[C@@H]21,0.0,-2,-1,-2,-2,9,-11,-81
O=C(CSc1nnnn1-c1cccc2c1CCCC2)N1CCOCC1,/,/,-1,-8,?,14,/,/
CCn1c(SCC(=O)N/N=C/c2c[nH]c3ccccc23)nnc1-c1ccc(C)cc1,0.6,-1,-3,1,-58,/,/,10
N#Cc1ccc(COC(=O)CC(NC(N)=O)c2ccc(Cl)cc2)cc1 (stereo unspecified),0.0,0,0,-1,-5,4,/,5
COc1ccccc1C(c1c(O)nc(SC)[nH]c1=O)c1c(O)nc(SC)[nH]c1=O,0.0,-1,-1,-1,-2,/,4,8
O=C(C[C@@H]1CC[C@@H]2[C@H](COC[C@@H](O)CN2C(=O)C2CCCC2)O1)NCc1ccncc1,0.1,2,2,-4,-41,12,2,-15
COc1ccccc1CNC(=O)C[C@H]1C[C@H]2c3cc(NC(=O)CN(C)C)ccc3O[C@H]2[C@H](CO)O1,-0.1,-2,1,3,-16,12,1,-1
O=C(C[C@H]1C[C@H]2c3cc(NC(=O)C4CCC4)ccc3O[C@H]2[C@H](CO)O1)NC1CCCCC1,0.2,-4,3,-2,24,1,-1,-4
COC(=O)C(CC(C)C)NC(=O)C(Cc1ccccc1)NC(=O)C1CCCN1C(=O)OC(C)(C)C (stereo unspecified),0.0,9,15,1,-1,25,9,0
CCCCC(=O)Nc1ccc(NC(=O)c2ccc([N+](=O)[O-])cc2)cc1OC,-0.1,/,4,-5,1,15,/,/
C1=C(CCNCC2CCCCC2)CCCC1,/,-1,/,/,/,-5,6,-12
CN(Cc1ccon1)C(=O)C1CCC(=O)N(CCc2ccc(Cl)cc2)C1 (stereo unspecified),0.0,2,-4,-2,0,-8,-9,5
Nc1c(C(=O)NCc2ccccc2)nnn1Cc1ccccc1,-0.1,1,1,-2,-2,-21,-8,5
Cc1cc(NC(=O)c2cccnc2)ccc1NC(=O)c1ccco1,/,-1,1,-4,2,-8,-12,-4
CC(C)C#Cc1ccc([C@H]2[C@H]3CN(C(=O)NC4CCCCC4)CC(=O)N3[C@H]2CO)cc1,0.2,/,1,-6,7,0,/,/
Cc1ccc(S(=O)(=O)N2CCN(C(=O)COC(=O)CCOc3ccccc3C)CC2)cc1,0.0,0,0,-5,-1,-10,0,-4
CC(=O)N1[C@H](CO)[C@@H](c2ccccc2)C12CN(C(=O)c1ccccc1)C2,0.0,/,1,1,3,10,1,/
CCN1CCN(c2nc(N)c([N+](=O)[O-])c(Nc3ccc(C)c(C)c3)n2)CC1,0.0,-7,3,-3,-4,/,-3,10
CC(=O)N1Cc2ccccc2CC1C(=O)N1CCN(c2ccccc2)CC1 (stereo unspecified),0.3,0,4,2,2,1,8,11
O=C(C(Cc1ccccc1)n1cccc1)N1CCCCCC1 (stereo unspecified),0.0,-2,6,0,2,-9,-20,7
COc1cccc(C2NC(=O)NC(C)=C2C(=O)OCC2CCCO2)c1 (stereo unspecified),0.0,/,-3,1,-3,-3,2,/
Cc1ccc(CNc2ccc(N3CCOCC3)cc2)cc1,0.0,-1,-1,-4,-4,-22,/,5
CCS(=O)(=O)Nc1cc2c3c(c1)CCN3C(=O)CC2,0.0,0,3,-2,0,-7,-3,-4
